From PubChem
CHRM5 agonist = agonists of human muscarinic M5 receptor (CHRM5) | AID 624037 | 360,000 compounds, 0.19% hits | P08912 | activation, % at 3 µM | CHO-K1 hM5 cells, Fluo-8 calcium fluorescence; 0% DMSO wells, 100% maximal acetylcholine response;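 active = activation above the run's mean over test compounds plus 3 SD, cut at about 23% in these data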;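 also: signal is peak over basal fluorescence ratio across the kinetic read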
Target sequence (P08912 whole entry, looked up): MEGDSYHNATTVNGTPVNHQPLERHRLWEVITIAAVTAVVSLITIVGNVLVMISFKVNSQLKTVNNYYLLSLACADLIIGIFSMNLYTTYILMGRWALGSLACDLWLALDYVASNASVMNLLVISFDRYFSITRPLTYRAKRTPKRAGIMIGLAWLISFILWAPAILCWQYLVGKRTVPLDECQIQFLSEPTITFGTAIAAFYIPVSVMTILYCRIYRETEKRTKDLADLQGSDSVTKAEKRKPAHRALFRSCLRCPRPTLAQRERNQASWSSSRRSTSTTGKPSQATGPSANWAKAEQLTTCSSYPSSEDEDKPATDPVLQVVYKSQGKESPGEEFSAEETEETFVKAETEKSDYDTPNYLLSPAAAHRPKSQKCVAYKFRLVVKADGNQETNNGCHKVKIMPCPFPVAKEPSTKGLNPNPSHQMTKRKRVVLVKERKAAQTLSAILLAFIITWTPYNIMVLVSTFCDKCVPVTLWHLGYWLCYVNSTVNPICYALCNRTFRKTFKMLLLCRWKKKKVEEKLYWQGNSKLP
M1 PAM = potentiates human M1 receptor response to acetylcholine | P11229 | CHO-K1 hM1, Fluo-8 calcium fluorescence, ACh EC20; 0% = ACh EC20, 100% = maximal ACh | activation, % at 3 µM | 360,000 compounds, 0.088% hits | AID 588819; in the data active = activation above about 19%, passing the limit was not always enough
M4 antag = CHRM4 antagonism in calcium assay; P08173; CHO-hM4 cells, ACh EC80, Fluo-8 calcium fluorescence; inhibition, % at 3 µM; 360,000 compounds, 0.73% hits;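 active = inhibition above its plate's cutoff, the mean inhibition of sample wells plus 3 SD, cut at about 27% in these data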;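 also: 0% = acetylcholine EC80 with DMSO and 100% = DMSO without agonist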
Target sequence (P08173 whole entry, looked up): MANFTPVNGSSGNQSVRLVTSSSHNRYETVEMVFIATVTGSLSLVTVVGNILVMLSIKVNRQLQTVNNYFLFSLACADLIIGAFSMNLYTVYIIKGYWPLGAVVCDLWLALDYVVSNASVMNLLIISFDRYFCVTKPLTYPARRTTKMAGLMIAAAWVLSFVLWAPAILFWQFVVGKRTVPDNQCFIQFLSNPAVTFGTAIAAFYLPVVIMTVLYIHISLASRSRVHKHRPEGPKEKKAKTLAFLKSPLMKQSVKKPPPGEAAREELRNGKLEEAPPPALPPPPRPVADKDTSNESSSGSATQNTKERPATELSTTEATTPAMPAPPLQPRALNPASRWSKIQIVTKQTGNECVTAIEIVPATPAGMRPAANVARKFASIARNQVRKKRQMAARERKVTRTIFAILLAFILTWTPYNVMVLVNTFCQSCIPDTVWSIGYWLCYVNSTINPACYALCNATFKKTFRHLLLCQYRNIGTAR
M4 ag = agonists of human muscarinic M4 receptor (CHRM4) | P08173 | CHO-K1 hM4/Gqi5, Fluo-8 calcium fluorescence; vehicle 0%, full acetylcholine response 100% | activation, % at 3 µM | 360,000 compounds, 0.14% hits | AID 624127;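 active = activation above the run mean over all test wells plus 3 SD, cut at about 32% in these data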;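 also: peak over basal fluorescence ratio per well then scaled between controls; 0% = DMSO wells and 100% = acetylcholine at EC100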
CHRM5 PAM = positive allosteric modulators of human muscarinic M5 receptor; activation, % at 3 µM; CHO-K1 hM5, Fluo-8 calcium, ACh EC20 PAM; 0% = ACh EC20, 100% = ACh EC100; 360,000 compounds, 0.3% hits; AID 624038;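 active = activation above the run cutoff, the mean activation of all test compounds plus 3 SD, cut at about 18% in these data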
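System – CHO-K1 hM5 cells · Compound – 3 µM, single dose · Incubation – compound preincubation 140 s before EC20 acetylcholine addition · Technique – Fluo-8 calcium fluorescence · Measure – Max/basal fluorescence ratio as % of EC20–EC100 ACh window · Benchmarks – low control EC20 acetylcholine (0%), high control EC100 acetylcholine (100%) · Replication – singlicate, one well per test compound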
CHRM5 antagonist = CHRM5 antagonism in calcium assay; 360,000 compounds, 0.59% hits; inhibition, % at 3 µM; CHO-hM5 cells, Fluo-8 calcium fluorescence, ACh EC80; AID 624040;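 active = inhibition above a per-plate cutoff, the mean of that plate's test compounds plus 3 SD, cut at about 27% in these data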;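 also: 0% = acetylcholine EC80 with DMSO and 100% = DMSO without agonist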
CRFR2-BP antag = blocks CRF-induced signaling of the CRF-BP/CRF-R2 complex; HEK293 CRF-R2/CRF-BP, CRF-induced calcium fluorescence; inhibition, % at 11.8 µM; 350,000 compounds, 0.59% hits; AID 588475;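 active = inhibition of the ligand-induced calcium signal above about 50% at the single tested concentration, limit read from the data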
CRFR2-BP ag = CRF-BP/CRF-R2 complex agonism; HEK293 CRF-R2/CRF-BP, calcium dye fluorescence (FLIPR); percent of saturating CRF peptide response; activation, % at 13.2 µM; 350,000 compounds, 0.46% hits; AID 588473;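 active = activation of at least 50%, plus an integration ratio under a set limit after plate pattern correction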;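 also: plate controls were neutral control wells without compound for no effect and CRF at EC100 for full effect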
CHRM4 PAM = CHRM4 positive allosteric modulation; AID 624126; CHO-K1 hM4/Gqi5, Fluo-8 calcium fluorescence, ACh EC20; 0% = ACh EC20, 100% = maximal ACh; P08173; 360,000 compounds, 0.4% hits; activation, % at 3 µM;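 active = activation above its plate's cutoff, the mean activation of sample wells plus 3 SD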; also: some results filed as inactive read as strong as hits
* marks the source's active call; other numbers are inactive results; . = no result given; & = joins results of further samples.

SMILES	CHRM5 agonist	M1 PAM	M4 antag	M4 ag	CHRM5 PAM	CHRM5 antagonist	CRFR2-BP antag	CRFR2-BP ag	CHRM4 PAM
Cc1ccc(NC(=O)/C(C#N)=C/c2ccsc2)c(C)c1	-0.3	5.3	3.7	-1.2	1.0	-0.9	-15.2	-0.8	-1.4
O=C(Nc1ccc2nc3ccccc3nc2c1)c1ccc(Br)cc1	-2.3	7.2	-7.4	0.5	2.7	-1.3	-1.9	0.3	-0.9
COc1ccc(C2OC(=O)CC2C(=O)NCc2ccc(C)cc2)cc1OC (configuration not stated)	-0.3	1.3	-3.4	0.2	-0.3	-10.2	-14.0	-0.8	3.5
CC(=O)N1CCc2cc(S(=O)(=O)NCCC(=O)Nc3cccc(C)c3)ccc21	-6.6	7.0	-5.3	0.7	3.6	-2.0	-16.7	-1.0	7.4
O=C1C(NS(=O)(=O)c2ccc(Cl)cc2)=C(N2CCCCC2)C(=O)c2ccccc21	-4.8	14.0	-8.8	0.1	-0.4	-0.6	-59.2	-14.0	5.5
COc1ccc(OC2CCN(S(=O)(=O)c3ccc(OC)cc3)CC2)cc1	-3.2	-3.9	0.0	5.8	-9.9	7.5	1.1	-1.3	-8.9
CCc1[nH]nc(C(=O)NC2CCCc3c2cnn3-c2cc(C)cc(C)c2)c1C (configuration not stated)	0.5	-5.8	-1.8	6.2	0.2	-10.3	-21.2	1.2	-1.3
CC1(c2nnc(-c3ccc(F)cc3)o2)CC(c2ccc([N+](=O)[O-])cc2)=NO1 (configuration not stated)	-0.8	5.0	7.9	0.6	-0.4	9.0	1.7	-0.5	7.3
COc1ccc(-n2c(N3CCN(C)CC3)nc3sc4c(c3c2=O)CCCCC4)cc1	1.0	3.7	12.2	2.5	1.1	-0.4	-38.5	0.3	12.9
CCO[C@@H]1OC(C(=O)N2CCN(Cc3ccccc3)CC2)=C[C@H](c2ccc(Br)cc2)[C@H]1CCCO	-3.0	-4.6	-2.0	16.4	-7.8	9.5	9.1	-0.7	-7.6
O=C(CCc1nnc2n(Cc3ccc(F)cc3)c(=O)c3ccccc3n12)N1CCN(c2ccccn2)CC1	0.6	-7.6	-3.4	10.0	-0.6	-5.4	-10.6	-0.5	-7.3
Cc1nn(-c2ccccc2)c(Oc2ccc(F)cc2)c1/C=N/n1cnnc1	-12.8	-0.2	1.6	-0.7	-6.5	4.1	17.3	-2.3	-4.8
C#CCOCCOCCOCCNc1nc(N2CCN(C(=O)[C@H](CCC(=O)O)n3cc(C(N)CC(C)C)nn3)CC2)nc(N2CCN(C(=O)[C@H](Cc3cc4ccccc4[nH]3)n3cc(C(N)CC(C)C)nn3)CC2)n1 (some centres not stated)	4.1	1.5	2.7	1.9	-3.4	7.6	5.0	-2.6	1.9
O=C(N/N=C/c1nn(-c2ccccc2)cc1-c1ccccc1)c1ccncc1	1.5	3.9	1.1	7.6	-5.0	-1.3	-17.6	0.6	1.2
CC(OC(=O)C1=COCCO1)C(=O)Nc1cc(S(=O)(=O)N2CCCCC2)ccc1Cl (configuration not stated)	-1.1	4.9	1.8	1.9	-2.1	-5.7	1.6	-1.2	-3.7
COCc1nnc(NC(=O)c2sc3ccccc3c2Cl)s1	1.4	10.7	10.3	-1.2	-0.5	3.2	-9.6	-1.4	6.8
Cc1ccc(S(=O)(=O)NNC(=O)CCC(=O)Nc2ccccc2)cc1	-1.9	-1.2	4.1	0.6	-4.9	2.5	11.1	-1.3	2.2
Fc1ccc(F)c(CN2CCN(c3ncccn3)CC2)c1	-3.3	9.9	-5.2	0.1	4.2	-6.3	0.4	1.6	8.8
COc1ccc(C(=O)c2c[nH]c3ccccc23)cc1	-4.0	-0.6	3.9	1.1	-0.7	3.4	10.0	-1.8	2.4
O=C(CCNC(=O)c1ccc(Br)cc1)Nc1ccc(S(=O)(=O)Nc2ncccn2)cc1	-4.1	0.8	0.0	0.3	-0.7	3.7	4.8	-1.2	-2.9
OC(COc1ccccc1)CN1CCN(Cc2ccc3c(c2)OCO3)CC1 (configuration not stated)	-0.3	6.5	5.5	0.7	1.5	-1.3	-16.8	-0.7	0.8
CCOC(=O)c1c(NC(=O)CSc2nnc(-c3cccnc3)n2Cc2ccco2)sc(C)c1C	-10.4	7.8	4.4	-0.6	18.7*	-10.3	6.2	1.0	8.4
CN(C(=O)CN1CCCCCC1)c1c(N)n(Cc2ccccc2)c(=O)[nH]c1=O	4.7	-3.9	-3.4	1.0	-6.3	8.8	-5.4	0.4	7.3
Cc1c(C)n(CC(O)CN2CCOCC2)c2ccccc12 (configuration not stated)	-1.0	3.4	6.5	2.8	0.5	-4.2	1.6	-0.9	5.1
Cc1ccc(CNC(=O)C2CC(c3ccc(C(F)(F)F)cc3)=NO2)o1 (configuration not stated)	4.1	-1.9	-1.0	1.9	5.6	-1.1	-0.6	-1.2	1.0
O=S(=O)(NCc1ccccc1)c1ccc(F)cc1Br	-7.6	9.0	-13.6	-0.1	1.0	-4.0	-4.0	-2.4	10.5
CC(C)(C)c1csc(N(CCC#N)CCC#N)n1	-2.8	6.3	-9.8	1.1	5.9	-5.4	2.5	-3.3	12.7
FC(F)Oc1ccc(NC(=S)NCc2nc3ccccc3[nH]2)cc1	0.7	-4.4	-4.0	7.9	-4.0	8.5	10.8	-0.1	-8.2
COc1ccc(C2C(C#N)=C(C)NC3=C2C(=O)CC(C)(C)C3)c(OC)c1 (configuration not stated)	-3.6	0.1	8.2	1.1	-2.4	-0.3	-21.0	-0.4	2.2
Cc1ccc2nc(Cl)c(/C=C/C(=O)c3ccco3)cc2c1	0.8	1.9	4.1	0.2	-0.9	2.0	101.3*	0.2	-6.5
CC(C)Cn1c(-c2ccc(Cl)cc2)cnc1SCC(=O)N1CCOCC1	-0.5	-0.9	-7.6	2.2	-4.6	1.7	10.4	1.0	1.0
Cc1cccc(Nc2ccc(S(=O)(=O)N3CCOCC3)cc2[N+](=O)[O-])c1	-6.1	-5.9	0.3	2.2	-10.9	12.1	-5.4	1.1	-9.7
CC(C)(C)NC(=O)COc1ccc(CNCc2cccs2)cc1	-5.2	-17.8	11.4	3.2	0.1	-5.0	16.1	-0.5	-8.1
Cc1cccc(Oc2coc3cc(OC(=O)c4cccs4)ccc3c2=O)c1	-10.0	-6.5	-3.2	-1.1	-16.8	5.7	15.8	1.7	-2.1
C/C(N)=C(/C#N)C(=O)COC(=O)C(NS(=O)(=O)c1ccc(Cl)cc1)C(C)O (configuration not stated)	1.6&1.4	15.8&12.2	0.2&1.1	1.8&0.8	-2.5&0.9	10.3&4.7	9.8&-3.1	4.7&-0.4	3.3&0.8
O=C(c1cc(-c2cccc(Cl)c2)on1)N1CCOCC1	-0.5	11.9	-9.1	1.2	9.0	-4.5	3.3	0.0	3.9
CCCn1c(C2CCCN2c2nc(-c3ccc(C)cc3)cs2)nc2cc(Cl)c(N3CCCCC3)cc21 (configuration not stated)	-1.2	5.1	-2.1	2.1	-6.2	16.9	-3.7	-0.5	8.5
Clc1ccc(N2CCN(c3ncnc4c3oc3ccccc34)CC2)cc1	-2.0	2.1	4.8	0.8	-2.3	12.4	-10.2	-1.4	3.6
O=C1OC(N2C(=O)CC[C@H]2C(=O)Nc2cccc(F)c2)c2ccccc21 (some centres not stated)	2.0	4.8	-9.1	1.6	-3.7	6.3	1.5	2.6	6.0
CCOC(=O)c1c(C)[nH]c(C)c1S(=O)(=O)N(C)CC(=O)N(C)Cc1ccccc1	-3.8	6.7	-8.7	2.7	2.9	-10.4	-3.9	1.9	4.8
O=C(NC1CCCC1)C1C(c2ccccc2)=Nc2ccccc2N1C(=O)c1cc(Cl)cc(Cl)c1 (configuration not stated)	-3.1	.	5.8	-0.5	-0.4	-0.3	.	.	-1.4
COc1ccc(NC(=O)CC2CCCC2)cc1OC	-2.5	0.2	3.3	1.4	-0.7	3.6	3.3	0.7	1.7
Cn1c(COc2ccccc2)nnc1SCC(=O)Nc1nnc(C2CC2)s1	1.1	10.1	3.4	1.0	0.9	3.5	-6.7	0.5	9.3
Cc1ccc(NS(=O)(=O)c2cn(C)cn2)cc1	-2.0	-2.0	1.3	0.2	-4.4	-6.7	6.7	0.1	-2.5
CCN(CC)S(=O)(=O)c1cccc(NC(=O)COC(=O)C2CC3C=CC2C3)c1 (configuration not stated)	5.9	-9.8	3.5	11.6	-16.4	9.7	-0.4	0.9	-14.6
CC(C)Cc1nnc(NC(=O)CSc2nc(=O)cc(N)n2-c2ccccc2)s1	-2.3	1.7	11.0	-0.4	-0.6	-7.5	14.3	-0.6	-16.1
COc1ccc(CCCc2n[nH]c(=S)o2)c(C)c1	-0.5	-1.3	4.4	0.7	0.3	-11.0	6.0	2.4	-5.1
c1ccc(Oc2ccccc2-c2cc(NCCc3cccnc3)n3nccc3n2)cc1	-0.4	2.5	9.7	3.3	-5.5	7.4	.	.	-6.7
O=C(CSCc1ccc(Cl)cc1)NN=C1CCCCCC1	0.2	-3.0	-0.2	1.2	-0.9	-0.3	-45.4	0.2	-6.0
Cc1cccc2cc(C#N)c(SCC(=O)N3CCC(C)CC3)nc12	-4.2	4.5	-4.4	0.3	-1.5	-2.0	-9.6	1.4	10.1

(continued)
SMILES	CHRM5 agonist	M1 PAM	M4 antag	M4 ag	CHRM5 PAM	CHRM5 antagonist	CRFR2-BP antag	CRFR2-BP ag	CHRM4 PAM
Cc1ccc2c(c1)c(=O)c(Br)c(C)n2Cc1ccccc1	3.2	6.8	-14.4	1.5	1.9	-4.4	-17.8	-3.2	7.3
C/C=C/Cn1cccc(C(=O)Nc2ccc(OC)cc2)c1=O	-2.5	1.4	-9.8	0.6	5.4	-8.0	7.5	-0.5	13.7
O=C(/C=C/c1ccco1)N(Cc1ccc(Cl)cc1)C1CCS(=O)(=O)C1 (configuration not stated)	0.2	1.9	1.7	1.1	1.4	4.8	-0.3	3.6	-5.8
COc1ccc(S(=O)(=O)Nc2ccccc2OC)cc1NC(=O)Cc1cccs1	-0.8	-3.8	0.2	3.8	-6.1	11.1	14.9	-1.0	-1.7
CCCCc1ccc(NC(=O)NCc2ccccn2)cc1	-2.5	12.5	-4.6	0.9	-2.6	-5.5	0.9	-1.0	9.7
Cc1sc2nc(CN3CCOCC3)nc(Oc3ccc(NC(=O)c4ccco4)cc3)c2c1C	-10.6	6.3	-1.3	3.8	-29.5	3.1	2.3	1.4	-7.4

A draw from above in order of molecular weight, highest first:
SMILES	CHRM5 agonist	M1 PAM	M4 antag	M4 ag	CHRM5 PAM	CHRM5 antagonist	CRFR2-BP antag	CRFR2-BP ag	CHRM4 PAM
Cc1sc2nc(CN3CCOCC3)nc(Oc3ccc(NC(=O)c4ccco4)cc3)c2c1C	-10.6	6.3	-1.3	3.8	-29.5	3.1	2.3	1.4	-7.4
COc1ccc(S(=O)(=O)Nc2ccccc2OC)cc1NC(=O)Cc1cccs1	-0.8	-3.8	0.2	3.8	-6.1	11.1	14.9	-1.0	-1.7
O=C(/C=C/c1ccco1)N(Cc1ccc(Cl)cc1)C1CCS(=O)(=O)C1 (configuration not stated)	0.2	1.9	1.7	1.1	1.4	4.8	-0.3	3.6	-5.8
Cc1ccc2c(c1)c(=O)c(Br)c(C)n2Cc1ccccc1	3.2	6.8	-14.4	1.5	1.9	-4.4	-17.8	-3.2	7.3
O=C(CSCc1ccc(Cl)cc1)NN=C1CCCCCC1	0.2	-3.0	-0.2	1.2	-0.9	-0.3	-45.4	0.2	-6.0
